SUMO1-SIM PPI – modulators of human SUMO1-mediated protein-protein interactions; P63165; SUMO1 binding to a labelled peptide, TR-FRET, 1 h; inhibition, % at 20 µM; actives 0.33% (n = 360,000); AID 602429; in the data active = inhibition above about 37%
Rpn11 block – Rpn11 (human) deubiquitinase inhibition; human 26S proteasome, Ub4-pepOG fluorescence polarization; 20S core pre-blocked with epoxomicin; calls only at 20 µM; actives 0.59% (n = 360,000);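 active = inhibition at 20 µM, scaled to each plate's controls, above about 33%, limit read from the data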
CSN inh – CSN deneddylation inhibition; Purified CSN, SCF-Nedd8-OG deneddylation, fluorescence polarization; inhibition, % at 12.5 µM; actives 0.38% (n = 360,000); AID 651999;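 active = pattern-corrected inhibition above about 35%, with an unprinted fluorescence ratio check between 0.5 and 1.5, limit read from the data, passing the limit was not always enough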;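 also: 0% = enzyme with substrate and 100% = substrate without enzyme; some results filed as inactive read as strong as hits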
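Schedule: reaction 90 min, room temperature / Assay system: HEK293T-derived human Csn5 enzyme / Input: Csn5 at 0.24 nM final / Measure: inhibition of Csn5 cleavage, % / Control set: substrate-only high control, full reaction low control / Technique: fluorescence polarization of the substrate / Buffer or medium: Tris/NaCl/DTT buffer, pH 7.5 / Reagent: SCFSkp2-Nedd8OG substrate at 10 nM final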
NadD inh – inhibitors of Staphylococcus aureus NadD; AID 602399; purified NadD enzyme, colorimetric absorbance read-out; inhibition, % at 20 µM; actives 0.78% (n = 360,000); in the data active = inhibition above about 26%; also: some compounds past the cut are filed as inactive
LMPTP block – LMPTP (human) inhibition; P24666; recombinant LMPTP-A, OMFP fluorogenic substrate, fluorescence intensity; inhibition, % at 20 µM; actives 0.22% (n = 360,000); AID 651560;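 active = compounds that cut the enzyme signal by at least half of the control window in the single-dose screen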;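 also: plate controls were DMSO wells with enzyme plus substrate for no effect and substrate without enzyme for full effect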
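Assay system: LMPTP-A, protein tyrosine phosphatase of low molecular weight / Medium: pH 6.0 Bis-Tris buffer with DTT and Triton X-100 / Schedule: 50 min enzyme reaction at room temperature, protected from light / Measured by: endpoint fluorescence intensity from OMFP dephosphorylation / Read-out basis: % inhibition relative to no-enzyme and uninhibited control wells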
Neddylation inh – blocks human cullin neddylation; P61081+Q13564; TR-FRET cullin neddylation, biochemical; calls only at 25 µM; actives 0.58% (n = 360,000); AID 651699; in the data active = inhibition above about 36%
Target sequence (P61081 whole entry, looked up): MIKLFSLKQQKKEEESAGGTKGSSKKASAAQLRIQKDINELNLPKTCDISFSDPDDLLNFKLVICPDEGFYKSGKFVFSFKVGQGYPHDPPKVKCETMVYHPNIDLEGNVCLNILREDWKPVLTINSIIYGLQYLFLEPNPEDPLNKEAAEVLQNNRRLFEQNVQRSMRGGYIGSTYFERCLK
Target sequence (Q13564 whole entry, looked up): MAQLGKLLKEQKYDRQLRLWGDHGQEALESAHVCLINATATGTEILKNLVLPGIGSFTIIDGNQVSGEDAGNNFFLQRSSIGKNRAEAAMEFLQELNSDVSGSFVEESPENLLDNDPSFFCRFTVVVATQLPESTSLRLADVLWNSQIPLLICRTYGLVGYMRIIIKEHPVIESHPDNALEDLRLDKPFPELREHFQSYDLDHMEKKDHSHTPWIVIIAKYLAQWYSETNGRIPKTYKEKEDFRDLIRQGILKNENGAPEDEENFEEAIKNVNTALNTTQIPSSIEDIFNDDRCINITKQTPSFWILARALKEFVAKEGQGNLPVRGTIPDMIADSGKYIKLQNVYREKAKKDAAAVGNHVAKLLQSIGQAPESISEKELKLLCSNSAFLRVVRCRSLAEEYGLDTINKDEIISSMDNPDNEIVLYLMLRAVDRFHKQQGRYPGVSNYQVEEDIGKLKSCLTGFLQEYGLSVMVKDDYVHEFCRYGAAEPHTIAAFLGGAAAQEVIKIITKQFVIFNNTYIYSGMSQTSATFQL
DNMT1 inh – blocks human DNA methyltransferase DNMT1; P26358; DNMT1 molecular beacon, Hinp1I cleavage, fluorescence; inhibition (reported as % activation of signal), % at 10 µM; actives 0.83% (n = 360,000); in the data active = inhibition above about 50%
Scp1 inh – inhibitors of human Scp-1 phosphatase; Q9GZU7; Recombinant Scp1, phosphopeptide, malachite green phosphate absorbance; inhibition, % at 20 µM; actives 0.88% (n = 340,000);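 active = inhibition above about 50% at 20 µM, limit read from the data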;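 also: plate controls were DMSO wells with enzyme for no effect and wells lacking enzyme for full effect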
Target sequence (Q9GZU7 76-261 limits assumed): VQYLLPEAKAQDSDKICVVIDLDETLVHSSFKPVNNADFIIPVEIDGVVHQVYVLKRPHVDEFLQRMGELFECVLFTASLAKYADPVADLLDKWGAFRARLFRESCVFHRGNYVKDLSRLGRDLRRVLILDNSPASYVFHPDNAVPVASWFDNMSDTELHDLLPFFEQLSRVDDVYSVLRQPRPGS
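assay system = SCP-1 phosphatase catalytic domain, residues 76-261 | buffer or medium = 50 mM Tris acetate pH 5.5, 0.005% Tween-20, 10 mM MgCl2 | incubation = enzyme reaction 45 min at room temperature, colour 5 min, stabilisation 30 min | signal = Phosphate-binding colour reagent, absorbance read at 630 nm | measure = % inhibition at 20 µM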
Rin1-Abl PPI inh – blocks binding of human Rin1 to Abl | P00519+Q13671 | TR-FRET Rin1/Abl binding, biochemical | actives 0.4% (n = 360,000) | inhibition, % at 7.35 µM | AID 588664; in the data active = inhibition above about 5%, passing the limit was not always enough
STEP block – blocks human striatal-enriched tyrosine phosphatase | P54829 | recombinant STEP, OMFP fluorogenic substrate, fluorescence | inhibition, % at 20 µM | actives 0.25% (n = 360,000) | AID 588621;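 active = inhibition at 20 µM, scaled per plate between control wells, above about 37%, limit read from the data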;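 also: 0% = DMSO with enzyme and substrate and 100% = substrate only without enzyme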
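Also added – OMFP at 25 µM · Test system – STEP tyrosine phosphatase · Technique – FITC-channel fluorescence of OMFP product · Schedule – 20 min at room temperature, dark · Evaluation – control-normalized % inhibition with plate pattern correction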
An asterisk follows results filed as active; i = inactive; / = no result given.

SMILES	SUMO1-SIM PPI	Rpn11 block	CSN inh	NadD inh	LMPTP block	Neddylation inh	DNMT1 inh	Scp1 inh	Rin1-Abl PPI inh	STEP block
Cc1ccc(C2(c3ccc(C)cc3)CC2C(=O)NC(C)C)cc1 (stereo not drawn)	0	i	3	5	0.9	i	1	-9	2	0
CC(C)(C)NC(=S)N1CCC(C(=O)c2ccc(Cl)cc2)CC1	1	i	1	-2	-1.0	i	8	1	0	2
Cc1ccc(C(=O)Nc2ccsc2C(=O)O)cc1	5	i	1	-6	-0.8	i	1	-4	0	1
CS(=O)(=O)N(CC(=O)NC1CC1)c1cccc(F)c1	-1	i	2	8	-1.0	i	3	-7	-4	-2
CN(C(=O)CSc1nnc(-c2cccs2)o1)C1CCS(=O)(=O)C1 (stereo not drawn)	-4	i	2	4	-0.4	i	4	-1	-4	-1
CCOC(=O)C1C(c2cccc([N+](=O)[O-])c2)C2C(=O)NN=C2CC1(C)O (stereo not drawn)	-1	i	-3	4	1.4	i	0	-9	1	-1
O=C(Nc1ccc(CN2CCOCC2)cc1)c1ccc(Cl)cc1	1	i	-1	-4	-1.3	i	31	1	1	2
O=C(COc1ccccc1)NNC(=O)c1cccs1	-5	i	2	-2	-1.3	i	-1	-3	-1	-3
COc1ccc(C(=O)NNC(=S)NC(=O)c2ccco2)cc1	-2	i	1	2	-1.3	i	-2	-3	-1	-1
O=C(Nc1ccccc1N1CCN(c2ccccc2)CC1)C12CC3CC(CC(C3)C1)C2	-5	i	5	10	2.9	i	-2	3	-2	0
CSCCC1NC2(C(=O)Nc3c(Cl)cccc32)[C@@H]2C(=O)N(C3CCCC3)C(=O)[C@H]12 (stereo partly drawn)	-1	i	4	3	0.7	i	26	15	-4	0
O=C(Cn1cccc1C(=O)c1ccccc1)NCCCN1CCc2ccccc2C1	-2	i	4	-2	1.2	i	-6	-9	1	-2
OCC[C@H]1C[C@H](O)[C@@H](O)[C@]2(Cc3ccccc3CO2)O1	4	i	2	2	-2.0	i	3	-8	3	-1
CCOC(=O)c1cn[nH]c1NC(=S)Nc1ccc(Cl)cc1	-4	i	1	-2	0.3	i	2	-11	1	0
O=C(Nc1ccc2c(c1)OCO2)C1Cc2c(-c3ccncc3)ccnc2O1 (stereo not drawn)	3	i	-5	-3	-2.4	i	5	/	5	1

Record cards, from the list above:
`O=C(Nc1ccccc1N1CCN(c2ccccc2)CC1)C12CC3CC(CC(C3)C1)C2` as listed: SUMO1-SIM PPI: -5; Rpn11 block: i; CSN inh: 5; NadD inh: 10; LMPTP block: 2.9; Neddylation inh: i; DNMT1 inh: -2; Scp1 inh: 3; Rin1-Abl PPI inh: -2; STEP block: 0
`CCOC(=O)C1C(c2cccc([N+](=O)[O-])c2)C2C(=O)NN=C2CC1(C)O` (stereo not drawn) as listed: SUMO1-SIM PPI: -1; Rpn11 block: i; CSN inh: -3; NadD inh: 4; LMPTP block: 1.4; Neddylation inh: i; DNMT1 inh: 0; Scp1 inh: -9; Rin1-Abl PPI inh: 1; STEP block: -1
`CS(=O)(=O)N(CC(=O)NC1CC1)c1cccc(F)c1` as listed: SUMO1-SIM PPI: -1; Rpn11 block: i; CSN inh: 2; NadD inh: 8; LMPTP block: -1.0; Neddylation inh: i; DNMT1 inh: 3; Scp1 inh: -7; Rin1-Abl PPI inh: -4; STEP block: -2

(continued)
SMILES	SUMO1-SIM PPI	Rpn11 block	CSN inh	NadD inh	LMPTP block	Neddylation inh	DNMT1 inh	Scp1 inh	Rin1-Abl PPI inh	STEP block
O=S(=O)(c1ccc(OCC(O)CN2CCN(c3ccccc3)CC2)cc1)N1CCOCC1 (stereo not drawn)	1	i	3	-5	-1.9	i	5	8	1	2
CCCc1n[nH]c(=O)[nH]1	-1	i	2	2	-0.3	i	2	-7	3	2
Cc1c(Cl)cccc1NC(=O)CSc1nncn1-c1ccccn1	2	i	-2	-4	5.4	i	3	-3	2	0
COc1cccc(C(NC(C)=O)c2nc(-c3cccc(F)c3)cs2)c1 (stereo not drawn)	4	i	-12	3	-0.8	i	1	/	-2	1
O=C(CN1C(=O)/C(=C/c2ccccc2)SC1=S)NC1C=CS(=O)(=O)C1 (stereo not drawn)	-25	i	-3	1	-0.1	i	-1	-8	-8	3
Cc1cc(NC(=O)c2cc(C(C)C)on2)nn1Cc1ccc(Cl)cc1	3	i	4	2	1.1	i	-1	1	-2	-4
Cc1c(C(=O)NN2CCOCC2)cccc1[N+](=O)[O-]	-3	i	-3	-7	0.2	i	1	-13	-1	-1
CCOC(=O)c1ccc(NC(=O)CN2CCN(C(=O)C3CCCO3)CC2)cc1 (stereo not drawn)	-7	i	1	4	0.1	i	-1	-9	1	0
CCOC(=O)c1ccc(NC(=O)Cn2nnc(-c3ccccc3)n2)cc1	1	i	0	1	3.4	i	6	8	-1	2
Cc1ccc(NC(=O)CN(C)C(=O)Cc2ccccc2F)cc1	3	i	3	1	-1.0	i	-2	-1	3	-1
N#CC1C=Cc2c(ccc3ccccc23)N1C(=O)c1ccccc1 (stereo not drawn)	-10	i	-2	-3	0.5	/	-1	-13	4	0
CCOc1ccc(C(=O)CCC(=O)Nc2cc(C)ccn2)cc1	11	i	-5	5	0.5	i	-1	2	2	-2
O=C(COC(=O)c1cc(S(=O)(=O)NCc2ccccc2)ccc1O)NCc1ccccc1	3	i	-3	-3	-0.5	i	1	-5	3	-2
CCOc1ccc(-c2nc(S(=O)(=O)c3ccccc3)c(N3CCOCC3)o2)cc1	-11	i	-5	2	-1.3	i	1	-5	0	-1
CCOCCCn1c(SCC(=O)/C(C#N)=C(\C)N)nc2ccccc2c1=O	7	i	1	-2	0.1	i	1	-7	1	3
COc1ccccc1C(=O)NC1CC2CCC(C1)N2Cc1ccccc1 (stereo not drawn)	1	i	0	1	-1.8	i	-3	-6	-1	1
C=CCN1C(=O)/C(=C/C(=O)OC)S/C1=N\NC(=O)c1ccccc1	-2	i	2	-8	-0.6	i	-1	-9	1	0
O=C1CC(c2ccccc2)(c2ccccc2)c2ccccc21	2	i	-2	-1	1.8	i	8	-5	0	3
CC1CCCN(Cc2cnc(Cl)s2)C1 (stereo not drawn)	-1	i	5	-3	-0.1	i	3	2	-1	-2
O=C1OC(/C=C/c2ccccc2)=NC/1=C/C=C/c1ccccc1	-10	i	3	3	-1.5	i	13	70*	1	7
CC1C(=O)OC2C1CCC1(C)CCC(=O)C(C)C21 (stereo not drawn)	-4	i	1	15	-1.3	i	-1	14	3	0
O=C(c1ccccc1)C(Sc1ncn[nH]1)c1ccccc1 (stereo not drawn)	0	i	4	-7	0.0	i	0	3	0	-2
COc1ccc(-c2cc3ccccc3nc2N)cc1OC	4	i	-1	1	1.4	i	0	5	1	1
CC(C)c1ccc(NC2CCCN(C(=O)CN3CCCCC3=O)C2)cc1 (stereo not drawn)	12	i	5	-2	-0.6	i	-1	/	-3	2
O=C(c1ccc(CS(=O)c2ccccc2Cl)o1)N1CCCCCC1 (stereo not drawn)	-1	i	2	-3	-0.4	i	2	-1	2	-4
Cc1cc(Cl)ccc1-c1cc2nc(NCCCN(C)C)n(C)c(=O)c2s1	-18	i	2	-4	-3.9	i	2	/	0	5
CC(O)(c1ccc(F)c(F)c1)c1nc(-c2cccc(C#N)c2)cs1 (stereo not drawn)	3	i	-1	-5	-0.5	i	-2	/	1	-2
CC(C)c1ccc(N(CC(=O)NCc2cccnc2)S(=O)(=O)c2ccccc2)cc1	12	i	0	0	-0.4	i	0	-5	-1	2
COc1ccc(OCC(=O)Nc2cccc(-c3nc4ccccc4[nH]3)c2)cc1	3	i	5	-4	2.7	i	-10	3	2	0
CSc1nc(N2CCN(c3ccccc3)CC2)cc(N2CCN(c3ccccc3)CC2)n1	2	i	-2	5	2.9	i	-1	1	5	3

Ordered by the number under NadD inh (smallest number first): 3 from the list above
SMILES | NadD inh
CC(O)(c1ccc(F)c(F)c1)c1nc(-c2cccc(C#N)c2)cs1 (stereo not drawn) | -5
COc1ccc(OCC(=O)Nc2cccc(-c3nc4ccccc4[nH]3)c2)cc1 | -4
O=C1CC(c2ccccc2)(c2ccccc2)c2ccccc21 | -1

The list continues.
SMILES	SUMO1-SIM PPI	Rpn11 block	CSN inh	NadD inh	LMPTP block	Neddylation inh	DNMT1 inh	Scp1 inh	Rin1-Abl PPI inh	STEP block
COc1ccc(-c2nc3ccccn3c2Cl)cc1	0	i	-4	-2	2.8	i	2	-5	-2	0
Cc1cccc(N=C2NC(=O)/C(=C/c3cn(C)c4ccccc34)S2)c1	-5	i	1	37*	1.9	i	-18	9	1	-1
O=C(NCc1ccccc1)C(c1ccc(-c2ccccc2)cc1)N1CCN(C(=O)C2CCCO2)CC1 (stereo not drawn)	-1	/	1	/	-0.7	i	/	/	/	/
O=C(Cn1cnc2c(nnn2Cc2ccccc2)c1=O)N1CCN(c2ccccc2)CC1	-2	i	0	3	-1.0	i	7	-5	0	-4
COC(=O)c1ccc2nc(C3CCCCC3)c(Cc3ccc(C)cc3)n2c1	0	i	0	2	2.2	i	2	/	-1	0
O=C(CCN1C(=O)C2CC=CCC2C1=O)Nc1cccc(S(=O)(=O)N2CCCCC2)c1 (stereo not drawn)	3	i	-1	2	0.1	i	2	-4	1	-4
CCOc1ccc(NC(=S)NC(=O)c2c(Br)cnn2C)c([N+](=O)[O-])c1	-12	i	-6	-5	2.0	i	-8	-13	-2	0
CC(C(=O)N(C)C1CCS(=O)(=O)C1)N1C(=O)/C(=C/c2cccs2)SC1=S (stereo not drawn)	-41	i	2	3	0.4	i	0	-1	-2	0
Cc1ccc(S(=O)(=O)N2CCN(C(=O)COC(=O)c3c(C)noc3C)CC2)c(C)c1	0	i	4	-8	-1.3	i	0	-1	-4	-1

Screens as filed in PubChem.
